# Compound activity from PubChem.
# Casp6 inh: blocks human caspase-6 cleavage activity. P55212. purified caspase-6, Z-VEID-R110 cleavage fluorescence. inhibition, % at 12.5 µM. hit rate 0.53% among 350,000. AID 686996;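 active = mean inhibition across replicates at least about 35%, with every replicate also reaching that limit, limit read from the data; inconclusive = only one of the two criteria met; inactive = neither criterion met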;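 also: 0% = median of neutral control wells and 100% = no fluorescence left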
# Target sequence (P55212 24-179 limits assumed): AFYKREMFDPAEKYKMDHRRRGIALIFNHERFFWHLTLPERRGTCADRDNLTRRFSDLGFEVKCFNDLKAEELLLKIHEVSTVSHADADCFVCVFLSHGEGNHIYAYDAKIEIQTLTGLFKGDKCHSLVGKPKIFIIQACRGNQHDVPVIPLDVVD
# Target sequence (P55212 194-293 limits assumed): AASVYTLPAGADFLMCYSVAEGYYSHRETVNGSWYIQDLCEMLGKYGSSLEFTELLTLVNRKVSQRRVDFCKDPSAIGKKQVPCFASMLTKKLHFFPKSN
# F508del corr: CFTR F508del correction in bronchial cells | CFBE cells, YFP halide quenching; stimulated with forskolin plus potentiator P3; % fluorescence drop versus neutral controls | activity (quench increase), % at 7.58 µM | hit rate 0.36% among 350,000;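 active = mean added fluorescence quench of at least 8% versus neutral control, with both replicates also reaching 8%; inconclusive = only one of the mean or replicate conditions met; inactive = mean below 8% and not both replicates reaching 8%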;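 also: cells transiently co-express mutant CFTR-F508del with the halide-sensitive YFP; corrector assay measuring rescue of mutant channel to the surface after 24 h compound exposure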
# miR-122 sensor: miR-122 inhibition in Huh7 cells | Huh7 miR-122 Renilla luciferase sensor, 48 h; neutral wells = 0, positive control = 100 | activation (reporter increase), % at 12.5 µM | hit rate 0.3% among 340,000;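 active = mean replicate activation score at least 90 and every replicate individually at or above 90; inconclusive = only one of the two criteria met; inactive = neither criterion met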;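 also: higher luciferase means less miR-122 activity so hits act as miR-122 inhibitors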
# SIRT5 inh: sirtuin-5 (human) deacylase inhibition. Q9NXA8. Purified SirT5, succinyl-peptide AMC, trypsin-coupled fluorescence. inhibition, % at 15 µM. hit rate 1.1% among 330,000; in the data active = inhibition above about 15%; inconclusive = no clear call, values can overlap the other calls
# Target sequence (Q9NXA8 whole entry, looked up): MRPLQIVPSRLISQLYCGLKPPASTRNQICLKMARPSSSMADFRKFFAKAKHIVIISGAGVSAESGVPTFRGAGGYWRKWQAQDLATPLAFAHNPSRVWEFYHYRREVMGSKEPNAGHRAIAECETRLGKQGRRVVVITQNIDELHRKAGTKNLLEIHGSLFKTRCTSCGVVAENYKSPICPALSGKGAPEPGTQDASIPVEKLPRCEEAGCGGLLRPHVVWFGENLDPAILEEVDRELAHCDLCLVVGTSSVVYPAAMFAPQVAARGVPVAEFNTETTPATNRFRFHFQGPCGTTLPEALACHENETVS
# ERp5 block: ERp5 (human) disulfide isomerase inhibition. hit rate 0.05% among 350,000. inhibition, % at 9.99 µM. ERp5 insulin aggregation, absorbance 650 nm, 90 min. AID 651711. Q15084;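 active = mean replicate inhibition above about 25%, with every replicate also reaching it, limit read from the data, passing the limit was not always enough; inconclusive = only one of those two criteria met; inactive = neither criterion met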
# Target sequence (Q15084 whole entry, looked up): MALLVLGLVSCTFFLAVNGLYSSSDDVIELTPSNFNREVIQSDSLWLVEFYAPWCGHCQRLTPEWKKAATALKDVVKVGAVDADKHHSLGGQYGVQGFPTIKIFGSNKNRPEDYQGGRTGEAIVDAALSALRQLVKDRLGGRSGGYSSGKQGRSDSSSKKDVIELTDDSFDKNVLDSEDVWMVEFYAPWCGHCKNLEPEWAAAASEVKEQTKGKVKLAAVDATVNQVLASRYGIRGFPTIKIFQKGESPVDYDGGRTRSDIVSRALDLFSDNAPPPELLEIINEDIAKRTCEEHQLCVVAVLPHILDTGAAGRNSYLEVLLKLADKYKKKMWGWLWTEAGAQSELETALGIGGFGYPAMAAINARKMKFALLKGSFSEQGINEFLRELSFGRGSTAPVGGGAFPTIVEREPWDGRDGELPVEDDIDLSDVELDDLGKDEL
# ERAP1 HTS inh: ERAP1 (human) enzyme inhibition; hit rate 0.15% among 340,000; Q9NZ08; inhibition, % at 10.7 µM; recombinant ERAP1, Leu-AMC fluorescence, 60 min;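 active = mean replicate inhibition of at least 30%, or all replicates individually reaching that 30% level; inactive = mean below 30% and not every replicate reaching it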;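 also: 0% = neutral control wells and 100% = L-leucinethiol positive control wells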
# DENV2 CPE rescue: inhibitors of DENV2 cytopathic effect; DENV2-infected cells, cytopathic effect rescue, plate reader; AID 651640; hit rate 1.7% among 350,000; CPE inhibition, % at 9.99 µM; in the data active = CPE inhibition above about 20%, passing the limit was not always enough; inconclusive = no clear call, values can overlap the other calls; tested in BHK-21 cells;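 also: 0% = median of neutral control wells and 100% = median of positive control wells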
# Starred values were filed as active, the others as inactive; ? = inconclusive; . = no result given; & = joins results of further samples; [ ] = another dose, or the depositor's remark. This is a random part of the collection; overall some 4% were active at least once.
F508del corr,ERAP1 HTS inh,ERp5 block,miR-122 sensor,Casp6 inh,SIRT5 inh,DENV2 CPE rescue,Structure
2.7,3,1,-11[16.7 µM],1,0,7,CCCN1C[C@H](C)[C@H](OC)CN(C)C(=O)c2ccc(NC(=O)Nc3c(C)noc3C)cc2OC[C@H]1C
-0.5,2,2,-6[16.7 µM],-3,6,2,CCCN(C)C[C@H]1OCCCC[C@@H](C)Oc2ccc(NS(=O)(=O)c3ccc(C)cc3)cc2C(=O)N([C@H](C)CO)C[C@@H]1C
-5.4,3,11,.,3,-3,-7,COC(=O)C[C@H]1CC[C@H]2[C@@H](COc3ccc(NS(=O)(=O)c4ccc(F)cc4)cc3C(=O)N2C)O1
1.9,1,6,-4,-2,1,11,CCN(Cc1ccncc1)C(=O)c1cc(COc2ccc(F)cc2F)on1
-1.6,1,5,.,-4,12,-7,C=CCOC(=O)[C@@H]1[C@H]2C(=O)O[C@H](c3ccccc3)[C@H](c3ccccc3)N2[C@H](c2ccc(OCCOC(=O)[C@@H]3C[C@@H]4C(=O)N[C@@H](Cc5ccccc5)C(=O)N4[C@@H]3c3ccc(O)cc3)cc2)[C@@]12C(=O)Nc1ccccc12
1.3,-1,2,.,1,.,-23,N#C[C@H]1[C@H](c2ccc(-c3cccc(F)c3)cc2)[C@H](CO)N1S(=O)(=O)c1cccc(F)c1
1.2,-1,-5,.,5,5,-2,COc1ccc(NC(=O)N2CC(=O)N3[C@H](CO)[C@@H](c4ccc(Br)cc4)[C@@H]3C2)cc1
.,-1,2,7,-3,-1,5,CCCCNC(=O)c1ccccc1NC(=O)C1=C(C)OCCS1
1.4,-1,3,-3,-5,2,-1,CCOc1ccc(N(CC(=O)NCCSCc2ccc(Cl)cc2)S(C)(=O)=O)cc1
-1.9,1,-2,-4,0,-2,0,C=CCn1c(C)nc2c(cnn2-c2ccccc2)c1=O
0.4,-2,1,.,0,-1,-3,COC(=O)[C@]12CCCCC=C1N(Cc1cccc3ccccc13)C(=O)[C@H](CC(=O)NCc1cccs1)C2
.,1,-2,0,-2,2,.,Cc1ccc(-n2c(=S)[nH]c3c(oc4ccccc43)c2=O)cc1C
-5.3,1,-1,.,15,0,2,COc1cccc(NC(=O)CN(C)C(=O)c2cc3c(s2)CCC3)c1
2.0,0,2,.,-5,2,-1,CS(=O)(=O)Oc1ccc(Br)c2cccnc12
-1.9,.,.,-60[16.7 µM],.,.,2,CNC(=O)C[C@H]1CC[C@@H]2[C@H](COc3ccc(NC(=O)C(C)C)cc3C(=O)N2C)O1
-1.5,2,2,8[16.7 µM],1,-1,-9,CCS(=O)(=O)Nc1ccc2c(c1)C(=O)N(C)[C@@H]1CC[C@H](CC(=O)N3CCN(C)CC3)O[C@@H]1CO2
-2.1,-2,-3,-4[16.7 µM],-3,4,70*,COc1ccc(NC(=O)Nc2ccc3c(c2)CC(=O)N([C@H](C)CO)C[C@H](C)[C@@H](CN(C)S(=O)(=O)c2ccc(OC)cc2)O3)cc1
0.2,0,2,.,0,.,-2,COc1ccc(Br)cc1CN(C)CC(=O)Nc1cccc(S(=O)(=O)N2CCCC2)c1
1.1,1,-1,-7[16.7 µM],0,-5,3,O=C(Nc1ccc2c(c1)[C@H]1C[C@@H](CC(=O)N3CCOCC3)O[C@H](CO)[C@H]1O2)c1cccnc1
5.9,1,7,0,1,-2,6,COC(=O)c1cccc(F)c1C(=O)c1cccc2ccccc12
0.8,4,-3,-2,0,-2,1,COc1ccc(CNCC(=O)Nc2cc(OC)cc(OC)c2)cc1
0.2,-4,-7,10[16.7 µM],0,-2,2,CC=Cc1ccc2n(c1=O)C[C@H]1[C@H](CO)[C@@H](C(=O)NCCC)N(CCC(F)(F)F)[C@@H]21 (mixture of isomers)
-2.0,-1,3,-5,3,-2,-5,CN(C)c1cccc(C(=O)N2CCC(n3nccc3NC(=O)C3CCOC3)CC2)c1 (stereo not given)
-0.1,1,-6,-3,-3,-5,-2,O=C(NNC(=O)C12CC3CC(CC(O)(C3)C1)C2)c1csc(N2CCOCC2)n1

# In another format: results already given
Compound	F508del corr	ERAP1 HTS inh	ERp5 block	miR-122 sensor	Casp6 inh	SIRT5 inh	DENV2 CPE rescue
Cc1ccc(-n2c(=S)[nH]c3c(oc4ccccc43)c2=O)cc1C	.	1	-2	0	-2	2	.
COc1cccc(NC(=O)CN(C)C(=O)c2cc3c(s2)CCC3)c1	-5.3	1	-1	.	15	0	2
CS(=O)(=O)Oc1ccc(Br)c2cccnc12	2.0	0	2	.	-5	2	-1
CNC(=O)C[C@H]1CC[C@@H]2[C@H](COc3ccc(NC(=O)C(C)C)cc3C(=O)N2C)O1	-1.9	.	.	-60[16.7 µM]	.	.	2
CCS(=O)(=O)Nc1ccc2c(c1)C(=O)N(C)[C@@H]1CC[C@H](CC(=O)N3CCN(C)CC3)O[C@@H]1CO2	-1.5	2	2	8[16.7 µM]	1	-1	-9
COc1ccc(NC(=O)Nc2ccc3c(c2)CC(=O)N([C@H](C)CO)C[C@H](C)[C@@H](CN(C)S(=O)(=O)c2ccc(OC)cc2)O3)cc1	-2.1	-2	-3	-4[16.7 µM]	-3	4	70*
COc1ccc(Br)cc1CN(C)CC(=O)Nc1cccc(S(=O)(=O)N2CCCC2)c1	0.2	0	2	.	0	.	-2
O=C(Nc1ccc2c(c1)[C@H]1C[C@@H](CC(=O)N3CCOCC3)O[C@H](CO)[C@H]1O2)c1cccnc1	1.1	1	-1	-7[16.7 µM]	0	-5	3
COC(=O)c1cccc(F)c1C(=O)c1cccc2ccccc12	5.9	1	7	0	1	-2	6
COc1ccc(CNCC(=O)Nc2cc(OC)cc(OC)c2)cc1	0.8	4	-3	-2	0	-2	1
CC=Cc1ccc2n(c1=O)C[C@H]1[C@H](CO)[C@@H](C(=O)NCCC)N(CCC(F)(F)F)[C@@H]21 (mixture of isomers)	0.2	-4	-7	10[16.7 µM]	0	-2	2

# Later entries
F508del corr,ERAP1 HTS inh,ERp5 block,miR-122 sensor,Casp6 inh,SIRT5 inh,DENV2 CPE rescue,Structure
1.0,-3,-4,-7,4,-3,7,Cc1cccc(C)c1NC(=O)CNC(=O)c1c(C)nn(C)c1Cl
3.3,1,1,-4,-1,-3,3,Nc1ncnc(N)c1N=Nc1ccccc1
-0.3,2,12,-7,-2,0,-2,COCCn1c(SCc2cccnc2)nnc1-c1c[nH]c2ccccc12
-2.9,-2,-6,-1,0,4,-1,CCN(Cc1ccccc1)C(=O)Cn1cc2c(n1)CCCC2
2.4&0.3,-2&-4,2&1,.,-2&1,-2&3,-5&6,O=S(=O)(c1cccc(F)c1)N1[C@@H]2CNC[C@H]1C2c1ccc(-c2ccc(F)cc2)cc1 (stereo not given in full)
-4.1,-2,2,.,0,.,-5,CC(C)(C)OC(=O)NCc1ccc(CNC(=O)c2ncn(Cc3ccccc3)c2C(=O)NCc2ccc(CNC(=O)OC(C)(C)C)cc2)cc1
-1.8,4,0,-1,1,1,17,Cc1noc(C)c1S(=O)(=O)N1CCCCC1
-2.2,2,-5,.,0,-5,-4,Cn1nc(C(=O)NCc2ccccc2)cc1C(=O)NCc1ccccc1
-1.4,6,-4,0,1,-5,0,Cc1nc2cc(NC(=O)N3CCC(c4ccccc4)C3)ccc2n1C (stereo not given)
3.4,-5,-5,-60,3,-6,2,COc1ccc(C(=O)C2CCCN(Cc3cccn3-c3ccccn3)C2)c(OC)c1 (stereo not given)
-1.2,.,-3,21,9,4,6,CC(C)C[C@H]1CN([C@@H](Cc2ccccc2)CN2CCC[C@@H]2CN2C(=O)C(=O)NC[C@@H]2Cc2ccccc2)C(=O)C(=O)N1CC1CCCCC1
-0.7,0,-13,1,0,-1,5,Cc1csc(=O)n1CCC(=O)OCc1nnc(-c2ccccc2Cl)o1
-1.3,3,4,-3,2,10,8,CC(C(=O)Nc1ccc(F)cc1Cl)N1CCN(S(=O)(=O)c2cccs2)CC1 (stereo not given)
-1.7,2,-2,16,-4,2,7,CCNC(=O)COC(=O)CCNC(=O)c1ccc(Cl)cc1
-2.9,1,7,.,0,-3,-2,CC(=O)N1CC2(C1)[C@@H](c1ccccc1)[C@H](CO)N2C(=O)c1ccncc1
-2.1,1,9,17,0,-1,2,CCC(C)(C)n1nnnc1C(c1cccs1)N1CCCCC1 (stereo not given)
-0.8,-1,6,.,-2,.,1,CSC1=NCCN1C(=O)Cc1ccc(Cl)cc1
-1.2,1,-2,2,-2,1,-1,O=C(NNC(=O)c1ccccc1F)c1ccco1
-2.0,-1,-3,-1,8,-3,4,COCC(C)n1c(C)cc(C(=O)Cn2nc(C(=O)O)c3ccccc3c2=O)c1C (stereo not given)
4.6,1,-3,0,7,-4,1,O=C1N[C@H](Cc2ccccc2)COC(=O)[C@H](Cc2ccc(F)cc2)CC/C=C/C[C@H]1CC(=O)N(CCO)Cc1ccccc1
-0.5,1,-4,0,2,2,-5,CSc1nc2ccc(NC(=O)c3ccc(=O)[nH]c3)cc2s1
-0.8,-1,8,-6,0,-6,-8,Cc1ccc(S(=O)(=O)N2CCCC2)s1
2.2,-60,-2,-4,5,-5,3,CC(C)Cn1c(N)c(C(=O)NCCN2CCOCC2)c2nc3ccccc3nc21
1.8,5,-1,.,0,-2,7,CCN1CCN(C(c2cccs2)C(C)NC(=O)C(=O)N2CCCCC2)CC1 (stereo not given)
-1.6,1,-7,-1,6,1,1,COc1ccccc1C(=O)Nc1ccc2c(c1)CCCN2C(=O)c1cccs1
-0.2,.,.,4[16.7 µM],.,.,-5,CCCNC(=O)C[C@H]1C[C@H]2c3cc(NS(=O)(=O)c4ccc(OC)cc4)ccc3O[C@H]2[C@H](CO)O1
4.3,1,2,-5,2,.,-18,O=C(Nc1ccccc1C(=O)Nc1nnc(C(F)(F)F)s1)c1ccccc1
0.4,-1,-3,-4[16.7 µM],4,-1,13,O=C(C[C@@H]1CC[C@@H]2[C@H](COC[C@H](O)CN2S(=O)(=O)c2ccccc2F)O1)NCc1ccccc1F
-1.0,3,1,-3,-1,-3,-9,Fc1c(CSC(=S)N2CCOCC2)cccc1CSC(=S)N1CCOCC1
1.1,1,-2,.,2,7,4,CO[C@@H]1CN(C)C(=O)c2cc(NC(=O)C3CC3)ccc2OC[C@H](C)N(C(=O)c2ccccc2F)C[C@@H]1C
3.6,-4,12,0,4,-3,4,Cc1onc(-c2c(F)cccc2Cl)c1C(=O)OCC(=O)NCc1ccccc1
-6.6,0,0,-4,2,3,-1,O=C(CSc1ccc2c(c1)OCCO2)N1CCN(c2ccccc2)CC1
-0.8,1,4,.,-1,-7,?,Cn1cnc(S(=O)(=O)N[C@H]2CC[C@@H](CC(=O)Nc3ccccc3)O[C@H]2CO)c1
-3.3,.,0,.,7,-11,1,Cc1ccc2nc(-c3ccc(NC(=O)COCC(=O)O)cc3)sc2c1
3.3,4,0,-4,0,-1,1,O=C(CN1C(=O)NC(c2ccccc2)(c2ccccc2)C1=O)NCC(=O)Nc1ccc(F)cc1
6.4,-5,2,-6,.,-2,11,CCCS(=O)(=O)NC(=O)C1(C)CCN(C(=O)c2cc(C(C)(C)C)nn2C)C1 (stereo not given)
4.4,7,-7,-6,-3,-5,-6,CC(NS(=O)(=O)/C=C/c1ccccc1)C(=O)NCCc1ccc(S(N)(=O)=O)cc1 (stereo not given)
-0.1,-2,-1,0,1,-2,5,CC(C)N(Cc1ccccc1)C(=O)CC(=O)N(Cc1ccccc1)C(C)C
1.0,-1,1,13[16.7 µM],-2,4,-6,CO[C@H]1CN(C)C(=O)c2ccc(NC(=O)C3CCC3)cc2OC[C@@H](C)N(Cc2ccc(F)cc2)C[C@H]1C
2.7,.,0,7,4,0,.,O=C(N/N=C/c1ccc(O)cc1)c1cccc(N/N=C/c2ccc(O)cc2)c1
